# Screening results: PubChem, several laboratories
# HTRA1 inh: HTRA1 serine protease inhibitors, primary screen, biochemical, fluorescence polarization, HTS | 0.5% of 340,000 active | Q92743 | inhibition, % at 5.96 µM | recombinant HTRA1, FP-rhodamine activity-based probe; in the data active means inhibition above about 36%;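 further: 0% = enzyme with DMSO and 100% = wells lacking enzyme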
# Target sequence (Q92743 whole entry, looked up): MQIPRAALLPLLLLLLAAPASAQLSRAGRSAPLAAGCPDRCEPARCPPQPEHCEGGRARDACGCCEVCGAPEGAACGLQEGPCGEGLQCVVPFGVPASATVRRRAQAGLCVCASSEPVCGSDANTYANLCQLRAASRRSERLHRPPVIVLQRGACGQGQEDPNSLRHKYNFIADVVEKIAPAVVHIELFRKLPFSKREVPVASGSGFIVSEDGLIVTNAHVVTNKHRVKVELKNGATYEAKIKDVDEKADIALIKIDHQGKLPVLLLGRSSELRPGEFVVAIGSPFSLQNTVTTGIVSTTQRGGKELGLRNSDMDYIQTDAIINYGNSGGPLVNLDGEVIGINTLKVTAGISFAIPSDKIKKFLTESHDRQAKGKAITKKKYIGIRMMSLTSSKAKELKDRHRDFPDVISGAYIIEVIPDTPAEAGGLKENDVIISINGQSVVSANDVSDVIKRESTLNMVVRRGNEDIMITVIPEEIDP
# PG9 binder: binders of HIV-1 gp120 antibody PG9, primary screen, biochemical, TR-FRET; inhibition, % at 6.7 µM; HIV-1 gp120 / PG9 antibody interaction; 0.43% of 360,000 active; TR-FRET gp120-PG9 antibody binding; in the data active means inhibition above about 8.5%
# ABHD4 inh: ABHD4 inhibitors, primary screen, biochemical, fluorescence polarization, mouse | (Lyso)-N-acylphosphatidylethanolamine lipase (Mus musculus), Q8VD66 | purified mABHD4, FP-Rh probe fluorescence polarization | inhibition, % at 8.92 µM | 0.54% of 370,000 active | AID 720543, 2013;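 active means inhibition exceeding the mean over every tested compound plus 3 SD, cut at about 30% in these data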;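 further: 0% = plate median of compound wells and 100% = S159A mutant with DMSO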
#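 Assay system: wild-type mouse ABHD4 protein; compound: single nominal dose of 8.92 µM, 0.89% DMSO final; schedule: 45 min + 60 min at 25 °C; measured by: FP readout, ex 525 nm / em 598 nm; evaluation: % inhibition of FP-Rh probe binding versus controls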
# LEDGF integ inh: blockers of LEDGF/p75-dependent integrase strand transfer – biochemical, TR-FRET, high throughput, primary screen. inhibition, % at 3.7 µM. TR-FRET IN-LEDGF/p75 DNA integration, Eu/Cy5. HIV-1 integrase (with human LEDGF/p75). 0.64% of 370,000 active;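 active means inhibition above the screen-wide mean plus 3 SD, cut at about 13% in these data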;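 further: signal is the Cy5 over europium emission ratio at 671 and 618 nm; 0% = plate median of compound wells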
# TDP2 inh: human TDP2 enzyme inhibitors, primary screen, biochemical, epi absorbance, recombinant enzyme; T5PNP hydrolysis, p-nitrophenol absorbance 415 nm; inhibition, % at 12.8 µM; 0.34% of 370,000 active;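 active means inhibition above the mean of all tested compounds plus 3 SD, set per campaign, cut at about 25% in these data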;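 further: 0% = DMSO with enzyme and 100% = buffer with substrate but no TDP2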
#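 Incubation: 2 h at 37 °C; Test system: recombinant human TDP2; Quantity: enzyme 120 nM; Read-out basis: percent inhibition; Medium: 50 mM Tris-HCl pH 7.5 with Mg2+, KCl, DTT, BSA; Repeats: single replicate; Compound: 12.8 µM single point, 1% DMSO; Signal: epi absorbance; Reagent: 5 mM T5PNP chromogenic substrate; Benchmarks: no-enzyme high, DMSO-plus-enzyme low.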
# NR1D1 modulator: modulators of Rev-erb alpha DNA binding, primary screen, biochemical, FITC-DNA, fluorescence polarization, uHTS | activity, % at 10 µM | AID 1259318, 2017 | 0.79% of 370,000 active | Rev-erbα–FITC-DNA binding, 90 min | Nuclear receptor subfamily 1 group D member 1 (Homo sapiens), P20393;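 active means activity above about 14%, limit read from the data; passing the limit was not always enough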;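 further: 0% = DMSO wells with 35 nM protein and 100% = DMSO wells with 750 nM protein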
# PRMT1 inh: PRMT1 methyltransferase inhibitors, primary screen, biochemical, fluorescence polarization. recombinant PRMT1, activity-based probe fluorescence polarization. Protein arginine N-methyltransferase 1 (Homo sapiens), Q99873. 1.3% of 370,000 active. inhibition, % at 2.79 µM;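 active means inhibition above about 21% made by adding two undisclosed values, limit read from the data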
# Target sequence (Q99873 whole entry, looked up): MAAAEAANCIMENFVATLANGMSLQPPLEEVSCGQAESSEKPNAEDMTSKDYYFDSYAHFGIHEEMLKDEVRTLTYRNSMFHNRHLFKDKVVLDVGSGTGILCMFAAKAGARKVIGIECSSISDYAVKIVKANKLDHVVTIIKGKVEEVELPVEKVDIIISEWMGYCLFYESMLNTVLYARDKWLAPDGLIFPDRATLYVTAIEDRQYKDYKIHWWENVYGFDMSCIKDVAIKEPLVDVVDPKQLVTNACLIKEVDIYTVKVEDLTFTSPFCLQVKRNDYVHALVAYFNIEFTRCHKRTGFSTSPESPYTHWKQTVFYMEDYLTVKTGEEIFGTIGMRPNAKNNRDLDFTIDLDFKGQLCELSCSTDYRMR
# rCAG binder: binders of r(CAG) RNA repeats, primary screen, biochemical, fluorescence | AID 651821, 2012 | 1.3% of 370,000 active | r(CAG) RNA repeat, TO-PRO-1 dye displacement fluorescence | inhibition, % at 3 µM;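 active means inhibition above the plate cutoff, the mean of all test compounds on that plate plus 3 SD, cut at about 35% in these data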;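 further: 0% = DMSO alone and 100% = 100 µM mitoxantrone as full dye displacement; higher means more dye released from RNA so lower well fluorescence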
# SIAE inh: human SIAE inhibitors, primary screen, biochemical, fluorescence polarization, FP-Rh probe, 1536-well HTS | 0.69% of 370,000 active | AID 1053197, 2014 | inhibition, % at 9.66 µM | Sialate O-acetylesterase (Homo sapiens), Q9HAT2 | SIAE FP-Rh probe binding;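 active means inhibition above a cutoff: mean of compounds within the control limits plus 3 SD of those, cut at about 17% in these data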;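 further: 0% = plate median of compound wells and 100% = probe without SIAE protein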
# TCR CD3 inh: inhibitors of human TCR-CD3 interaction, primary screen, biochemical, fluorescence, TAMRA-labeled TCR probe; T-cell receptor (TCR); inhibition, % at 9.4 µM; 0.37% of 360,000 active; AID 651800, 2012; in the data active means inhibition above about 19%;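 further: recombinant mutant TCR 2C K166C tagged with TAMRA read by polarization; 0% = receptor in buffer alone and 100% = receptor with positive control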
# Starred values were filed as active, the others as inactive; x = no result given; & = joins results of further samples.
# Second line of a record – HTRA1 inh	PG9 binder	ABHD4 inh	LEDGF integ inh	TDP2 inh	NR1D1 modulator	PRMT1 inh	rCAG binder	SIAE inh	TCR CD3 inh
COc1ccc(CN(C)C(=O)Cc2ccc(S(=O)(=O)N3CCOCC3)s2)cc1OC
→ 1	-3.5	5	2	0	-3	0	4	1	2
CC(=NOC(=O)c1ccc(F)cc1)c1nccs1
→ x	0.9	9	-5	6	6	1	-1	-2	0
Cc1cc(NC(=O)CSc2ccc(-c3cccc([N+](=O)[O-])c3)nn2)no1
→ 6	0.1	-9	0	-11	-4	4	0	-7	-5
C[n+]1ccccc1/C=N/O
→ 3&0	-1.8&-0.3	-4&-7	3&2	4&-2	4&1	0&0	1&0	2&1	2&4
CC(=O)Oc1ccc(/C=C2/SC(=S)N(Cc3ccccc3)C2=O)cc1
→ 1	-0.9	-5	1	1	9	1	4	0	-1
COc1cccc(NC(=O)CC2C(=O)NC3CCCCC3N2C(=O)c2ccc(F)cc2)c1 (configuration not stated)
→ -5	0.4	-1	0	-2	-2	1	-8	5	1
NC(=O)CC(NC(=O)c1cccc(Br)c1)c1ccc(N2CCN(c3ccc(F)cc3)CC2)c([N+](=O)[O-])c1 (configuration not stated)
→ 0	0.5	-6	-4	-1	3	-4	6	0	9
CCCCc1nnc(NC(=O)COc2ccc3c(C)cc(=O)oc3c2)s1
→ x	-1.8	-1	1	-3	-3	0	-3	7	4
O=C(COC(=O)c1c[nH]c2ccccc12)Nc1ccccc1
→ -15	0.4	-7	-5	2	-7	3	5	-5	3
CN(Cc1ccccc1)S(=O)(=O)c1ccc2c(c1)n(C)c(=O)n2C
→ -4	1.2	-7	2	-1	2	2	-1	8	-5
Cc1cc(OCC(=O)c2ccc(F)cc2)ccc1N1C(=O)CCC1=O
→ -7	3.4	-1	-1	-16	3	-4	-5	2	0
O=C(NCc1ccccc1)c1cc(C2CCCCN2C(=O)CCCc2ccccc2)on1 (configuration not stated)
→ x	-0.3	-5	3	1	4	-1	1	-2	-1
CC1CCCCN1S(=O)(=O)c1ccc(C(=O)Nc2nnc(-c3cccs3)o2)cc1 (configuration not stated)
→ 7	-0.9	-9	2	-2	-5	1	49*	-4	-2
CC(C)N(Cc1nc(-c2ccccc2)no1)C(=O)Cc1ccccc1
→ -6	-0.7	6	1	-3	0	0	-1	0	0
CN(C(=O)/C=C/c1ccc2c(c1)OCO2)c1ccccc1
→ -8	0.9	0	-5	-8	0	3	1	2	-5
O=C(Nc1cc2c(=O)n(-c3ccc(Oc4ccccc4)cc3)ccc2oc1=O)c1ccccc1
→ -5	-4.7	-1	-1	3	0	-2	-1	3	7
COc1ccc(-c2nnc(SC(C)C#N)o2)cc1 (configuration not stated)
→ 3	0.2	9	-4	-2	x	-3	-2	1	7
Cn1c(=O)oc2cc(S(=O)(=O)N3CCN(c4ccccc4)CC3)ccc21
→ 6	-0.4	-11	-2	-23	3	-4	0	2	-14
CCc1ccc(NC(=O)COC(=O)C2(c3ccc(Cl)cc3)CCCC2)cc1
→ -30	-2.6	-7	-1	-16	5	0	1	-26	1
CC(C)NC(=O)C1CCN(C2CCN(Cc3nc(C(C)C)cs3)CC2)CC1
→ -9	1.3	2	-2	-13	2	1	0	1	7

# Arranged by SMILES length (falling): ten of the compounds above.
# Second line of a record – HTRA1 inh	PG9 binder	ABHD4 inh	LEDGF integ inh	TDP2 inh	NR1D1 modulator	PRMT1 inh	rCAG binder	SIAE inh	TCR CD3 inh
O=C(Nc1cc2c(=O)n(-c3ccc(Oc4ccccc4)cc3)ccc2oc1=O)c1ccccc1
→ -5	-4.7	-1	-1	3	0	-2	-1	3	7
CC1CCCCN1S(=O)(=O)c1ccc(C(=O)Nc2nnc(-c3cccs3)o2)cc1 (configuration not stated)
→ 7	-0.9	-9	2	-2	-5	1	49*	-4	-2
O=C(NCc1ccccc1)c1cc(C2CCCCN2C(=O)CCCc2ccccc2)on1 (configuration not stated)
→ x	-0.3	-5	3	1	4	-1	1	-2	-1
Cn1c(=O)oc2cc(S(=O)(=O)N3CCN(c4ccccc4)CC3)ccc21
→ 6	-0.4	-11	-2	-23	3	-4	0	2	-14
CCc1ccc(NC(=O)COC(=O)C2(c3ccc(Cl)cc3)CCCC2)cc1
→ -30	-2.6	-7	-1	-16	5	0	1	-26	1
CN(Cc1ccccc1)S(=O)(=O)c1ccc2c(c1)n(C)c(=O)n2C
→ -4	1.2	-7	2	-1	2	2	-1	8	-5
Cc1cc(OCC(=O)c2ccc(F)cc2)ccc1N1C(=O)CCC1=O
→ -7	3.4	-1	-1	-16	3	-4	-5	2	0
CC(C)N(Cc1nc(-c2ccccc2)no1)C(=O)Cc1ccccc1
→ -6	-0.7	6	1	-3	0	0	-1	0	0
O=C(COC(=O)c1c[nH]c2ccccc12)Nc1ccccc1
→ -15	0.4	-7	-5	2	-7	3	5	-5	3
COc1ccc(-c2nnc(SC(C)C#N)o2)cc1 (configuration not stated)
→ 3	0.2	9	-4	-2	x	-3	-2	1	7

# Later entries
# Second line of a record – HTRA1 inh	PG9 binder	ABHD4 inh	LEDGF integ inh	TDP2 inh	NR1D1 modulator	PRMT1 inh	rCAG binder	SIAE inh	TCR CD3 inh
Cc1ccc(C)c(CC(=O)N2CCCCC2c2cc(C(=O)Nc3cccc(C#N)c3)no2)c1 (configuration not stated)
→ x	1.9	-15	1	-3	9	-3	4	-13	-9
Cc1ccc(S(=O)(=O)N2CCCCC2)cc1NC(=O)c1c(-c2ccccc2)noc1C
→ 3	-1.4	3	-5	-10	-4	3	4	-4	-9
c1ccc(-c2nnc(C(c3ccccc3)c3ccccc3)o2)cc1
→ -26	-2.2	-8	2	-3	0	1	-2	0	-5
O=C(Nc1ccc(Br)cc1)C1CCCC1
→ -6	-2.1	2	-3	6	9	3	-2	-9	-11
N#Cc1c(-c2cccs2)cc(-c2cccs2)[nH]c1=O
→ x	6.4	-6	8	1	4	2	5	-8	-2
N#C/C(C(=O)NCc1ccccc1)=C1\SC(CCO)C(=O)N1c1ccccc1 (configuration not stated)
→ 0	0.1	1	0	4	11	2	5	-1	5
CCC(=O)Nc1nc2cc(OC)ccc2s1
→ -1	2.2	8	-1	2	0	-1	5	-2	-4
O=C(COc1ccc(S(=O)(=O)N2CCCC2)cc1)NCc1ccccn1
→ 3	1.2	3	1	0	0	-2	-2	10	3
COc1ccccc1C(=O)N1CCN(c2ccccn2)CC1
→ -7	-0.2	-1	0	0	4	2	-4	-5	-6
N#C/C(=C\c1c[nH]c2ccccc12)C(=O)NCC1CCCO1 (configuration not stated)
→ -9	0.8	2	2	6	4	0	-4	4	2
O=C(Nc1ccccc1F)c1ccc([N+](=O)[O-])s1
→ -14	-1.0	-1	0	2	2	0	-1	5	0
COc1ccc(F)cc1S(=O)(=O)NCC(c1ccco1)N1CCc2ccccc2C1 (configuration not stated)
→ -12	-1.9	-14	-5	-21	5	0	5	2	-8
CCC(C)n1cnc2c(=O)oc3ccccc3c21 (configuration not stated)
→ -2	1.8	8	0	-1	x	-2	-1	1	-1
S=c1[nH]nc(-c2ccccc2)n1/N=C/c1c[nH]c2ccccc12
→ -6	-0.6	-1	-2	2	-3	26*	27	7	7
N#CC1=C(S)N(c2ccccc2)C(c2ccc(-c3cc(Cl)ccc3Cl)o2)NC1=O (configuration not stated)
→ -24	2.0	-2	-2	-6	-4	0	59*	6	3
O=c1[nH]c(=O)n(Cc2ccccc2)c2c1C(C(F)(F)F)(C(F)(F)F)N=C(c1ccco1)N2
→ -4	-2.4	7	3	7	-4	-1	4	1	-1
CCN(CC)CCNC(=O)c1ccc2c(c1NCCO)C(=O)c1ccccc1C2=O
→ x	-24	-5	11	16	-7	3	18	8	-9
Cc1cccnc1N1C(=O)c2ccc(C(=O)O)cc2C1=O
→ 4	1.6	-4	6	2	7	0	0	6	-1
CCN(CC)CCN1C(=O)C(O)=C(C(C)=O)C1c1ccc(OC)c(OC)c1 (configuration not stated)
→ 1	-1.3	8	-4	3	1	2	-1	2	-9
COc1ccc(OCCCC(=O)OCC(=O)Nc2nnc(-c3ccccc3)o2)cc1
→ 8	-0.3	-1	2	-6	9	1	20	-4	12
CCn1cc(/C=N/NC(=O)c2ccc(C#N)cc2F)c2ccccc21
→ 1	-1.6	7	-1	5	6	-1	7	4	1
CC(=O)c1cccc(NC(=O)Cn2cnc(S(=O)(=O)N3CCCC3)c2)c1
→ 3	-1.9	4	0	11	-2	0	-2	1	3
O=C(N/N=C/c1ccc(Cl)c([N+](=O)[O-])c1)c1ccc2nc[nH]c2c1
→ -9	-0.7	-3	-1	9	-2	0	6	-15	8
CC(O/N=C\c1ccccc1O)C(=O)Nc1ccccc1C(=O)N1CCOCC1 (configuration not stated)
→ 10	0.7	7	-3	0	1	2	-4	-1	-6
CC1CCCC(NC(=O)CNCc2ccccc2F)C1C (configuration not stated)
→ 0	1.9	3	-1	15	-8	-1	-9	5	2
O=C(NCCc1ccccc1Cl)[C@@H]1CCCN1C(=O)[C@@H](NS(=O)(=O)c1ccc(F)cc1F)c1ccccc1
→ x	-1.8	-9	4	-6	1	-5	1	-6	-1
Cc1cc(N2CCN(CC(C)(C)O)C[C@@H]2C)ccc1N1CCN(Cc2ccccc2)[C@@H](C)C1
→ x	1.3	-1	-3	4	-5	9	1	4	1
O=C(O)c1nn2c(c1Br)NC(c1ccccc1)CC2C(F)(F)F (configuration not stated)
→ -3	0.6	8	2	4	-3	1	1	-3	-2
CCCc1cc(=O)[nH]c(SCC(=O)Nc2cc(S(=O)(=O)N3CCCCC3)ccc2C)n1
→ 2	0.8	-1	4	1	-6	-9	22	1	4
COC(=O)C1CN(Cc2cn(CCOC(C)=O)nn2)CCS(=O)(=O)N1Cc1ccccc1 (configuration not stated)
→ x	x	-1	2	6	-3	-5	1	-3	x
O=C(NC(=S)NNC(=O)c1cccs1)c1ccccc1
→ -1	-2.3	2	-3	6	-4	4	1	5	22*

# Only part of the results is shown; rates above refer to the full screens.
